Screens deposited in PubChem by several laboratories.
SRC2 TRFRET art: counter-screen for PPARgamma SRC-2 recruitment agonists: TR-FRET artefact; AID 1049; hit rate 0.4% among 200,000; active compounds read high; TR-FRET ratio at 8 µM; in the data active means TR-FRET ratio above about 2000; further: inactives centre near 1500
G6PDH counter: counter-screen for G6PDH assay hits: L. mesenteroides G6PDH inhibition; inhibition, % at 5 µM; AID 1020; Purified L. mesenteroides G6PDH, diaphorase/resazurin coupled fluorescence, 45 min; hit rate 0.12% among 200,000; in the data active means inhibition above about 50%
ROMK primary: modulators of human ROMK potassium channel; P48048; Tet-inducible ROMK, thallium flux fluorescence; actives lie on both sides; B-score at 10 µM; hit rate 2% among 130,000; AID 1918;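 active means signal ratio slope over the read window, or its plate-corrected B-score, at least 3 SD from the plate mean, either direction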;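 further: B-score of the F/F0 ratio slope over 7 to 12 s after thallium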
Target sequence (P48048 whole entry, looked up): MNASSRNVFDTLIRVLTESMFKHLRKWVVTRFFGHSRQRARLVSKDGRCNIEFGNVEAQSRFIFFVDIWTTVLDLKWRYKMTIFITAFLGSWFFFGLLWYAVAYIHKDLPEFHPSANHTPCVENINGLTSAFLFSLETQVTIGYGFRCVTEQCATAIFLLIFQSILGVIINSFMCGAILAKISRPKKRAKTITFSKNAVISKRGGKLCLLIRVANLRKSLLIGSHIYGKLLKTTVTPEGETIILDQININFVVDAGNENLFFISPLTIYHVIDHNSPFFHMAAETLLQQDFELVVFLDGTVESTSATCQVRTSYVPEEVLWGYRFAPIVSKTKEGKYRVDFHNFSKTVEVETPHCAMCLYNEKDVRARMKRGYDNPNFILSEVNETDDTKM
PPARg SRC-2 ag: promotes SRC-2 coactivator recruitment by human PPARgamma; P37231; AID 1032; hit rate 0.34% among 200,000; PPARgamma LBD-SRC-2 recruitment, biochemical; activation, % at 8 µM; in the data active means activation above about 22%;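 further: 0% = vehicle and 100% = reference agonist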
PMI act hi M6P: PMI (human) activation, high substrate. P34949. coupled PMI enzyme assay, resazurin fluorescence, 20 min; active compounds read high; 1 = untreated enzyme, 0 = substrate-free blank. activation factor at 20 µM. hit rate 0.34% among 190,000. AID 1216;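 active means activation factor of 2 or more at 20 µM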
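Material: human phosphomannose isomerase with PGI, G6PDH, diaphorase coupling enzymes. Quantity: 15 ng/mL PMI. Medium: HEPES pH 7.4 buffer with MgCl2 and Tween-20. Reagent: Near-saturating mannose-6-phosphate, 1.0 mM. Compound: 20 µM single dose. Times: enzyme reaction with compound 20 min at room temperature. Detection: resorufin fluorescence at Ex 544/Em 590 nm.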
Diaphorase inh: diaphorase inhibition or chemical oxidation counter-screen; hit rate 0.69% among 190,000; diaphorase resazurin-to-resorufin fluorescence, NADH, 16 min; bacterial (C. kluyveri) enzyme, not human; inhibition, % at 20 µM; AID 1217;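 active means primary screen inhibition at 20 µM above a set limit, cut at about 50% in these data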;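 further: plate controls were DMSO with full reaction for no effect and wells lacking NADH for full effect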
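Test system: bacterial diaphorase enzyme (C. kluyveri); Quantity: 0.14 U/mL diaphorase, enzyme working solution; Times: reaction incubation of 16 min at room temperature; Measured by: fluorescence of resorufin formed from resazurin, Ex 544/Em 590 nm; Benchmarks: positive control minus NADH, DMSO neutral control.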
PPARg SRC3 recr: PPARgamma-driven SRC-3 recruitment agonism; P37231; biochemical PPARgamma/SRC-3 coactivator recruitment assay; activation, % at 8 µM; hit rate 0.26% among 200,000; AID 731; in the data active means activation above about 23%;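 further: 0% = DMSO and 100% = reference agonist; some compounds past the cut are filed as inactive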
S1P3 antagonist: S1P3 (human) receptor antagonism | Q99500 | AID 485 | inhibition, % at 4.98 µM | CHO S1P3 NFAT-BLA reporter, FRET fluorescence, antagonist mode | hit rate 0.27% among 170,000;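 active means inhibition above the plate cutoff, the mean inhibition of test wells on that plate plus 3 SD, cut at about 28% in these data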;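 further: cells challenged with S1P at its EC80 of 0.8 µM; blue over green emission ratio from cleaved BLA substrate after 4 h stimulation; 0% = S1P-stimulated wells and 100% = unstimulated DMSO-only wells; some compounds past the cut are filed as inactive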
Target sequence (Q99500 whole entry, looked up): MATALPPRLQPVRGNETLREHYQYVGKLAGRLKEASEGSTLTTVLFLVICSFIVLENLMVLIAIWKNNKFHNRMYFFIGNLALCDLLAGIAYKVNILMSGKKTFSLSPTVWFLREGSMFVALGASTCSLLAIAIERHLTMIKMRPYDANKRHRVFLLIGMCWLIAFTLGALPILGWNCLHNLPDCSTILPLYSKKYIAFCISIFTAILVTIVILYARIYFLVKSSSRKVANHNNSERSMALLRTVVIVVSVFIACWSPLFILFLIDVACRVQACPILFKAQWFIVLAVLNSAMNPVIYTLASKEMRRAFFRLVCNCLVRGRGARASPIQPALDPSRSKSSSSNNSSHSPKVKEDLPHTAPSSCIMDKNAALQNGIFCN
Diaphorase act: activates diaphorase or chemically reduces, flagging diaphorase assay artifacts | Diaphorase/resazurin coupled assay, resorufin fluorescence, 16 min; active compounds read high; 1 = vehicle wells, 0 = NADH-free wells | activation factor at 20 µM | hit rate 0.005% among 190,000 | AID 1229;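 active means diaphorase activity raised at least twofold by the compound at 20 µM; inactive means activation factor below 2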
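Assay system: bacterial diaphorase enzyme (C. kluyveri) / Input: enzyme 0.07 U/mL final / Medium: 50 mM HEPES pH 7.4 with 4.542 mM MgCl2, 0.005% Tween 20 / Doses: single compound dose of 20 µM, 1% DMSO final / Incubation: 16 min enzyme reaction, ambient temperature / Signal: fluorescence, excitation 544 nm and emission 590 nm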
PMI activator: phosphomannose isomerase (human) activation; P34949; purified human PMI, coupled resazurin fluorescence, 20 min; active compounds read high; 1 = vehicle control, 0 substrate-free wells; activation factor at 20 µM; hit rate 0.005% among 190,000; AID 1214;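 active means activation factor of 2 or more at 20 µM, relative to plate controls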
PPARg SRC1 recr: agonists of human PPARgamma SRC-1 coactivator recruitment; P37231; activation, % at 8 µM; AID 631; hit rate 0.41% among 200,000; PPARgamma-SRC-1 coactivator recruitment biochemical assay; in the data active means activation above about 19%;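 further: 0% = DMSO and 100% = reference agonist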
Starred values were filed as active, the others as inactive; . = not tested or not shown.

1) CCN(CC)CCCNC(=O)CCC(=O)Nc1ccc2nc(N3CCCCC3)cc(C)c2c1
2) O=C(CCCSc1nc2ccccc2[nH]1)NC1CCCCC1
3) COC(=O)C1=C(C)N(C)C(=S)NC1c1cc(OC)ccc1OC (stereo not given)
4) Cc1[nH]c2ccccc2c1C(=O)CN1C(=O)NC(C)(c2ccc(Cl)cc2Cl)C1=O (stereo not given)
5) Cc1[nH]n(C(C)(C)C)c(=O)c1Sc1ccc(Cl)cc1
6) Cc1cc2cc3c(cc2nc1SCC(=O)O)OCCO3
7) CCc1c(C)c2c(C)nn(-c3ccccc3)c2[nH]c1=O
8) COc1ccc(C)cc1NS(=O)(=O)c1ccc(NC(=O)CN(c2cc([N+](=O)[O-])ccc2C)S(C)(=O)=O)cc1
Assay by compound	1	2	3	4	5	6	7	8
ROMK primary	-0.0343	-0.0385	-0.023	.	-0.671	.	.	0.0172
SRC2 TRFRET art	1513	1457	1542	1578	1607	1802	1581	1661
Diaphorase act	1	0.9	1	0.9	0.9	0.9	0.9	0.9
PPARg SRC1 recr	1.3	6.2	-2.1	-1.2	4.3	17.0	0.3	2.6
PPARg SRC3 recr	7.2	6.8	0.0	-2.9	-2.5	5.8	11.4	-0.2
G6PDH counter	7.4	6.1	-1.6	4.2	8.1	15.3	10.3	-5.5
PMI activator	1	1	1.1	0.9	1.1	1	0.9	1
PMI act hi M6P	0.9	1.1	1	0.9	1	0.9	0.9	1
S1P3 antagonist	-4.2	-17.5	-11.0	0.2	-1.0	-9.6	5.2	-4.5
PPARg SRC-2 ag	4.8	4.1	-1.6	-6.3	-1.2	15.0	-0.6	-2.3
Diaphorase inh	-4.6	11.2	1.0	11.5	9.2	14.5	10.5	6.8

9) CC(=O)Nc1c(C)ccc(CNC(=O)COc2cc(C)ccc2C)c1C
10) CCOc1ccc(OCC)c(NC(=O)C2CCN(S(=O)(=O)c3c(C)noc3C)CC2)c1
11) Cc1cc(C(=O)Nc2ccc(OCc3ccccc3)cc2)c(C)o1
12) CCOC(=O)c1ccc(NC(=S)Nc2cc(C)cc(C)n2)cc1
13) CCOC(=O)CN1C(=O)N[C@@H](c2ccccc2)C(C(=O)OC)=C1C
14) COc1ccc(NC(=S)NCCCN2CCCC2)cc1
15) Clc1ccc(C2Nc3ccccc3-n3cccc32)cc1 (stereo not given)
16) COc1cc(/C=C2/C(=O)NN(c3cccc(C)c3)C2=O)cc([N+](=O)[O-])c1O
Assay by compound	9	10	11	12	13	14	15	16
ROMK primary	0.494	0.147	0.904	-0.538	-0.721	-0.311	.	0.507
SRC2 TRFRET art	1490	1462	1410	1489	1253	1655	1386	1616
Diaphorase act	0.9	1	0.9	0.9	0.8	1.1	0.8	0.6
PPARg SRC1 recr	6.2	1.3	0.5	-6.1	-0.3	3.6	0.5	4.3
PPARg SRC3 recr	1.7	-3.3	2.1	-2.6	-2.3	-0.1	2.9	2.8
G6PDH counter	6.4	4.1	2.0	7.1	16.3	-0.3	-10.8	14.3
PMI activator	0.9	1.1	0.9	1	1	1	1.1	1.1
PMI act hi M6P	0.8	1	0.9	1	0.9	1.1	1.3	1
S1P3 antagonist	-5.5	.	-5.1	-8.6	3.9	6.4	19.1	-18.0
PPARg SRC-2 ag	13.2	-0.7	1.3	7.8	-5.9	-0.1	-1.4	2.3
Diaphorase inh	14.2	-1.0	6.5	9.7	19.1	-5.9	15.1	39.3

Reprinted from the part before: three entries, then new ones.
14) COc1ccc(NC(=S)NCCCN2CCCC2)cc1
15) Clc1ccc(C2Nc3ccccc3-n3cccc32)cc1 (stereo not given)
16) COc1cc(/C=C2/C(=O)NN(c3cccc(C)c3)C2=O)cc([N+](=O)[O-])c1O
17) CCN(CC)Cc1cc(C(C)=O)ccc1OCC(C)C
18) Cc1c(NC(=O)c2ccc3c(c2)OCO3)c(=O)n(-c2ccccc2)n1C
19) CC(C)c1ccc(-c2noc(C3CCCN(S(C)(=O)=O)C3)n2)cc1 (stereo not given)
20) CC(OC(=O)CNC(=O)c1ccccc1F)C(=O)Nc1nc(-c2ccccc2)cs1 (stereo not given)
21) COc1cc([N+](=O)[O-])cc2cc(C(=O)N3CCCC3)c(=O)oc12
22) COc1ccc(N2CCN(S(=O)(=O)c3ccc(Cl)c(C(F)(F)F)c3)CC2)cc1
23) Cc1ccc(/C=C/C(=O)N2CCN(c3ccc(F)cc3)CC2)o1
24) Cc1cccc(Nc2nc(N)nc(CC(=O)CSc3ccc(Cl)cc3)n2)c1
Assay by compound	14	15	16	17	18	19	20	21	22	23	24
ROMK primary	-0.311	.	0.507	0.0643	-0.691	2.41	-0.0198	0.252	.	.	.
SRC2 TRFRET art	1655	1386	1616	1601	1625	1468	1399	1403	1524	1506	1545
Diaphorase act	1.1	0.8	0.6	0.9	0.9	0.9	1	.	0.9	0.8	1
PPARg SRC1 recr	3.6	0.5	4.3	-4.5	8.5	-3.5	-5.8	-4.7	-4.1	-4.0	-2.8
PPARg SRC3 recr	-0.1	2.9	2.8	4.2	7.3	-4.6	1.9	0.2	-1.8	0.4	1.1
G6PDH counter	-0.3	-10.8	14.3	10.2	-2.5	-0.5	4.3	17.1	-11.1	-1.0	3.9
PMI activator	1	1.1	1.1	1	0.9	0.9	1.1	.	0.9	1	1.1
PMI act hi M6P	1.1	1.3	1	1	0.9	1	1.1	.	0.9	1	1.1
S1P3 antagonist	6.4	19.1	-18.0	.	.	.	-10.0	-0.8	-1.3	-11.9	2.6
PPARg SRC-2 ag	-0.1	-1.4	2.3	4.7	5.5	3.2	5.1	-8.5	6.5	4.3	-4.2
Diaphorase inh	-5.9	15.1	39.3	8.2	9.1	6.9	0.0	.	11.0	18.7	-0.6

Along the list, as entered above.
Entries 17–24 in PPARg SRC1 recr: -4.5, 8.5, -3.5, -5.8, -4.7, -4.1, -4.0, -2.8
Entries 17–24 in PPARg SRC-2 ag: 4.7, 5.5, 3.2, 5.1, -8.5, 6.5, 4.3, -4.2

(next part)
25) CCn1nnc(NC(=O)C(C)Oc2ccc(Cl)cc2Cl)n1 (stereo not given)
26) Cc1cnc(NC(=O)CSc2ncc(-c3ccccc3)n2Cc2ccco2)s1
27) CCOC(=O)C1CCCN(C2CC(=O)N(c3ccc(NC(C)=O)cc3)C2=O)C1 (stereo not given)
28) COc1ccc(NS(=O)(=O)c2ccc(NC(=S)NC(=O)c3ccc(Br)cc3)cc2)nn1
29) CCOC(=O)C1CN(c2cc3c(cc2F)c(=O)c(C(=O)O)cn3CC)OC1C(=O)OCC (stereo not given)
30) COc1ccc(/C=C(/NC(=O)c2ccccc2)C(=O)N/N=C/c2ccc3c(c2)OCO3)cc1OC
31) O=C(O)/C(=C\c1ccc(Cl)c([N+](=O)[O-])c1)c1ccc(S(=O)(=O)N2CCCCC2)s1
32) Cc1cc(C)c(NC(=O)CCn2nnc3ccccc32)c(C)c1
Assay by compound	25	26	27	28	29	30	31	32
ROMK primary	-0.707	-0.284	-0.191	1.32	0.536	1.37	-0.131	0.602
SRC2 TRFRET art	1479	1491	1619	1583	1566	1455	1655	1747
Diaphorase act	0.9	0.8	0.9	0.7	0.9	0.9	0.4	.
PPARg SRC1 recr	2.9	-0.1	4.6	-0.1	10.4	6.6	11.1	11.7
PPARg SRC3 recr	7.8	6.5	7.9	-0.1	5.5	-1.2	3.6	3.3
G6PDH counter	2.5	2.8	2.0	-11.9	6.8	-2.0	8.5	13.8
PMI activator	1	0.9	1.1	0.8	1	1	0.8	.
PMI act hi M6P	1	0.9	1.1	1	0.9	1.1	0.4	.
S1P3 antagonist	10.1	7.5	-10.3	-26.4	4.8	.	-6.7	-1.1
PPARg SRC-2 ag	13.6	3.9	12.1	15.5	2.6	-5.5	-4.1	5.2
Diaphorase inh	13.4	22.5	6.4	29.0	11.0	9.6	60.6*	.

33) CCCn1nc(NC(=O)c2ccncc2)c2cc3ccccc3nc21
34) O=C(NCc1ccccn1)c1ccc(Cn2c(=S)[nH]c3ccccc3c2=O)cc1
35) CC1CCC(NC(=O)c2cnccn2)CC1 (stereo not given)
36) Cc1c(S(=O)(=O)N2CCN(C(=O)c3ccco3)CC2)c(=O)n(C)c(=O)n1C
37) Cc1sc2ncnc(NCC3COc4ccccc4O3)c2c1C (stereo not given)
38) Cc1ccc(S(=O)(=O)/N=c2\ccc(Cl)cn2C(F)F)cc1
39) CCC(CC)C(=O)Oc1c(Sc2ccccc2[N+](=O)[O-])c(C)nn1C(C)(C)C
40) COc1ccccc1N1CCN(C(=O)CN2C(=O)c3cccc4cccc(c34)C2=O)CC1
Assay by compound	33	34	35	36	37	38	39	40
ROMK primary	.	-0.585	-0.552	.	.	0.277	.	0.221
SRC2 TRFRET art	1544	1625	1525	1672	1527	1508	1434	1527
Diaphorase act	0.9	0.9	0.9	0.9	0.8	1	0.8	0.7
PPARg SRC1 recr	7.7	5.0	1.4	1.9	11.8	2.3	-0.7	-4.3
PPARg SRC3 recr	22.0	0.2	6.1	2.9	2.1	-1.2	-2.6	3.3
G6PDH counter	1.2	1.0	1.1	-3.0	-6.1	7.8	2.0	-2.6
PMI activator	1	1.1	0.9	0.9	0.8	1.2	0.9	0.8
PMI act hi M6P	1	1.1	0.9	0.9	1	1	0.9	0.9
S1P3 antagonist	10.7	-13.2	.	10.7	32.1*	-14.6	-10.1	3.2
PPARg SRC-2 ag	-2.2	12.1	-2.5	6.4	2.1	0.1	-1.1	1.1
Diaphorase inh	12.7	8.3	8.5	6.3	20.1	2.0	20.9	26.9

41) O=C(O)c1ccc(NS(=O)(=O)c2cccc3cccnc23)cc1
42) O=c1c2ccccc2nc(N2CCN(c3ccccc3)CC2)n1Cc1ccccc1
43) O=C(N/N=C/C=C/c1ccccc1)c1cccs1
44) CCOc1ccc(/C=C/C(=O)CCC(=O)O)cc1
45) COc1ccc(CCNC(=O)C2CCN(S(=O)(=O)N3CCCCC3)CC2)cc1OC
Assay by compound	41	42	43	44	45
ROMK primary	.	.	0.0441	.	0.319
SRC2 TRFRET art	1715	1835	1848	1519	1711
Diaphorase act	0.9	0.7	1	0.9	0.9
PPARg SRC1 recr	1.0	4.1	14.4	-2.5	11.2
PPARg SRC3 recr	0.7	12.8	-0.2	1.4	2.4
G6PDH counter	2.4	5.6	6.4	12.0	0.6
PMI activator	1.1	0.9	1	0.9	1
PMI act hi M6P	1	0.9	0.9	0.9	1
S1P3 antagonist	0.0	17.3	-23.0	10.3	3.4
PPARg SRC-2 ag	-0.6	7.3	0.8	-0.7	6.8
Diaphorase inh	7.5	27.7	2.2	8.8	9.0
